GLD-1 TGE inh: GLD-1-TGE RNA interaction inhibition (C. elegans) | purified GLD-1 + fluorescein TGE RNA, fluorescence polarization | inhibition, % at 5.96 µM | actives 0.44% (n = 320,000);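 active means percent inhibition above a per-plate cutoff, the plate mean of test compounds plus 3 SD, cut at about 30% in these data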;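 further: 0% = DMSO wells with GLD-1 and probe and 100% = wells lacking GLD-1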
MCL1-BIM inh: inhibitors of human MCL1 binding to BIM-BH3 peptide | GST-MCL1 / FITC-Bim-BH3 fluorescence polarization | AID 2057 | inhibition, % at 10.9 µM | actives 0.68% (n = 320,000) | Q07820;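 active means inhibition above the mean inhibition of all tested compounds plus 3 SD, set per campaign, cut at about 40% in these data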;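 further: 0% = DMSO wells and 100% = unlabeled Bim-BH3 peptide control; higher means more loss of mP so more displacement of Bim peptide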
Target sequence (Q07820 whole entry, looked up): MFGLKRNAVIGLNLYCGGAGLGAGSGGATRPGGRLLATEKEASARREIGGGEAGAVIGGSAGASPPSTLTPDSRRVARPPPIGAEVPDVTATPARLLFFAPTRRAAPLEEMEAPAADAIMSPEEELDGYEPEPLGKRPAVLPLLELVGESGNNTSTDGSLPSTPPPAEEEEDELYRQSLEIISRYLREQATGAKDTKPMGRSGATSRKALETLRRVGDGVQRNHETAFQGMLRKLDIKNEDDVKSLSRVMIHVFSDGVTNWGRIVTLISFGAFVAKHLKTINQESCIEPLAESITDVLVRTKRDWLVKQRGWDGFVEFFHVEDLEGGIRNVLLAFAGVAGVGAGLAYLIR
PAD4 FP inh: blocks human protein arginine deiminase 4; Q9UM07; AID 485272; inhibition, % at 6.36 µM; recombinant PAD4, RCA probe fluorescence polarization; actives 0.41% (n = 330,000);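 active means percent inhibition above a cutoff equal to the mean of all tested compounds plus 3 SD, cut at about 15% in these data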;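 further: 0% = PAD4 with RCA probe and DMSO and 100% = probe without PAD4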
BCLXL inh: Bcl-xL (human) inhibition. GST-Bcl-xL / FITC-Bim BH3 peptide fluorescence polarization. actives 0.7% (n = 320,000). inhibition, % at 10.9 µM. Q07817;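 active means inhibition above the mean of all tested compounds plus 3 SD, cutoff set per campaign, cut at about 30% in these data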;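 further: 0% = DMSO wells and 100% = unlabeled Bim-BH3 peptide competitor; inhibitors lower millipolarization by displacing the labeled peptide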
TPT1 inhibitor: inhibitors of Candida albicans tRNA 2'-phosphotransferase TPT1; recombinant caTPT1, FP RNA substrate dephosphorylation; inhibition, % at 5 µM; actives 0.81% (n = 300,000);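 active means inhibition above the mean of all tested compounds plus 3 SD, set per screening campaign, cut at about 24% in these data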;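 further: plate controls were DMSO alone for no effect and ferristatin control at 100 nM for full effect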
PME-1 inh: blocks human protein phosphatase methylesterase 1 | inhibition, % at 5.9 µM | actives 0.53% (n = 320,000) | recombinant PME-1, FP-Rh probe fluorescence polarization;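 active means inhibition above the campaign mean of all compounds plus 3 SD, cut at about 26% in these data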;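 further: competitive labeling of PME-1 active site by serine hydrolase directed probe; 0% = PME-1 with DMSO and 100% = wells lacking PME-1 enzyme; inhibitors block probe labeling so polarization falls and inhibition rises; many of its hits are not listed in these tables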
GSTO1 inh: counter-screen for RBBP9 inhibitors: inhibitors of human GSTO1; P78417; recombinant GSTO1, activity-based probe fluorescence polarization; inhibition, % at 5.96 µM; actives 1.1% (n = 300,000);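 active means inhibition above the campaign mean inhibition plus 3 SD, cut at about 35% in these data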;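 further: 0% = GSTO1-1 with DMSO and 100% = wells lacking GSTO1-1 enzyme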
Target sequence (P78417 whole entry, looked up): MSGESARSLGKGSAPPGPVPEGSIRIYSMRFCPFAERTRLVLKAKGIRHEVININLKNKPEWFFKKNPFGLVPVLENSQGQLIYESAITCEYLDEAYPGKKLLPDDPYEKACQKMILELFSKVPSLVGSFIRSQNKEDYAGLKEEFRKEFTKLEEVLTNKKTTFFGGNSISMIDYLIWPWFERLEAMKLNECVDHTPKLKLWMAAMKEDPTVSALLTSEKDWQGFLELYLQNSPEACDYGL
Fam108B inh: blocks mouse Fam108B hydrolase in RBBP9 counter-screen. recombinant Fam108B, FP-Rh probe fluorescence polarization. inhibition, % at 9.51 µM. actives 0.33% (n = 300,000);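 active means inhibition above the screen mean inhibition plus 3 SD, computed separately per campaign, cut at about 18% in these data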;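 further: inhibitors lower polarization as less probe binds the enzyme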
MEX-5 binding: C. elegans MEX-5 TCR-2 RNA binding activity; actives 0.38% (n = 300,000); MEX-5/FITC-TCR2 RNA binding, fluorescence polarization; hits give low values; Q9XUB2; activity score (negative = inhibition of binding), % at 10 µM; AID 1832;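 active means inhibition past about -25% in most replicates, and total fluorescence under double the plate's negative control median, limit read from the data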;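 further: 0% = DMSO and -100% = 5 µM competing unlabeled TCR2 RNA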
Target sequence (Q9XUB2 whole entry, looked up): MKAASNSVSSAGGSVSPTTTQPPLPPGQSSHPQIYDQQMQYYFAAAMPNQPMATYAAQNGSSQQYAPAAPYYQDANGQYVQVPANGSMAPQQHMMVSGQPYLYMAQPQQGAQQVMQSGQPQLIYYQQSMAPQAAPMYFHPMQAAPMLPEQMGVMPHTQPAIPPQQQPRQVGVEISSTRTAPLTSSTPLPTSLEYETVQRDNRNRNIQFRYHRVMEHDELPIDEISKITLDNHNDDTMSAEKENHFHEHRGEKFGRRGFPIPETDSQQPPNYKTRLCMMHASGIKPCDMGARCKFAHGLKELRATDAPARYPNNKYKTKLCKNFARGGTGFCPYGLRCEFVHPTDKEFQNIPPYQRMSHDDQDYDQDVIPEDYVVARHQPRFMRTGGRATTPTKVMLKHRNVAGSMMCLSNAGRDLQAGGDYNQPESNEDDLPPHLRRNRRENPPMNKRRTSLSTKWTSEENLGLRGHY
Numbers without * were called inactive. Not all compounds are listed; the hit share may differ from the screen's.

CCOc1ccc2nc(SC3CC(=O)N(c4ccc(OC)cc4OC)C3=O)sc2c1 (configuration not stated) was read as GLD-1 TGE inh 12.4, MCL1-BIM inh 12.6, PAD4 FP inh 6.3, BCLXL inh 10.2, TPT1 inhibitor -1.3, PME-1 inh 3.3, GSTO1 inh 12.9, Fam108B inh -1.7 and MEX-5 binding 0.8.
`Brc1cnc(N2CCCC2)nc1N1CCCCC1` gave GLD-1 TGE inh 5.0, MCL1-BIM inh 4.1, PAD4 FP inh -2.0, BCLXL inh 5.6, TPT1 inhibitor -4.4, PME-1 inh 0.0, GSTO1 inh 3.8, Fam108B inh 1.5 and MEX-5 binding 0.8.
Screening O=C(CNC(=O)OCc1ccccc1)NC1CCCCNC1=O (configuration not stated) returned GLD-1 TGE inh 0.5, MCL1-BIM inh -0.7, PAD4 FP inh -7.1, BCLXL inh 0.6, TPT1 inhibitor -0.9, PME-1 inh -1.1, GSTO1 inh 7.4, Fam108B inh -4.4 and MEX-5 binding 1.9.
For CN(C)S(=O)(=O)c1cccc(N=c2scc(-c3ccc4c(c3)NC(=O)CO4)n2CC2CCCO2)c1 (configuration not stated) the results were GLD-1 TGE inh 2.1, MCL1-BIM inh 3.0, PAD4 FP inh 2.4, BCLXL inh 8.4, TPT1 inhibitor -1.9, PME-1 inh 10.3, GSTO1 inh 4.5, Fam108B inh 9.5 and MEX-5 binding 3.3.
`COC(=O)[C@H](CC(C)C)NC(=O)NC1CCCc2ccccc21` (some centres not stated) gave GLD-1 TGE inh 2.1, MCL1-BIM inh 4.0, PAD4 FP inh 0.4, BCLXL inh 3.3, TPT1 inhibitor -1.9, PME-1 inh -3.6, GSTO1 inh -8.4, Fam108B inh -2.9 and MEX-5 binding -2.3.
N#Cc1c(N)c(C(=O)c2ccccc2)n2c1CCC2 was read as GLD-1 TGE inh 2.5, MCL1-BIM inh -14.4, PAD4 FP inh -4.8, BCLXL inh -12.8, TPT1 inhibitor -1.5, PME-1 inh -9.5, GSTO1 inh -8.8, Fam108B inh -8.4 and MEX-5 binding 2.9.
Screening CCc1cc(=O)[nH]c(SC/C=C/c2ccccc2)n1 returned GLD-1 TGE inh 4.8, MCL1-BIM inh -7.5, PAD4 FP inh -3.4, BCLXL inh 3.5, TPT1 inhibitor 0.1, PME-1 inh -3.8, GSTO1 inh -9.4, Fam108B inh -3.2 and MEX-5 binding 1.7.
`CCN(CC)C(=O)c1cn(CCC#N)nc1-c1ccc(F)cc1` gave GLD-1 TGE inh 10.7, MCL1-BIM inh -6.3, PAD4 FP inh -2.5, BCLXL inh 0.7, TPT1 inhibitor -1.8, PME-1 inh -3.6, GSTO1 inh -1.3, Fam108B inh 1.4 and MEX-5 binding 1.9.
`O=C(CCc1ccc(S(=O)(=O)NCCc2ccccc2)cc1)NCc1ccco1` gave GLD-1 TGE inh 4.4, MCL1-BIM inh -4.8, PAD4 FP inh 1.0, BCLXL inh -0.1, TPT1 inhibitor -1.0, PME-1 inh -2.0, GSTO1 inh 10.9, Fam108B inh -3.3 and MEX-5 binding 2.2.
`O=C(Nc1ccccc1)c1ccc(=O)n(Cc2ccc(F)c(F)c2)c1` gave GLD-1 TGE inh -2.1, MCL1-BIM inh -3.9, PAD4 FP inh -0.6, BCLXL inh -0.3, TPT1 inhibitor 0.0, PME-1 inh 1.7, GSTO1 inh 0.5, Fam108B inh 2.8 and MEX-5 binding 0.6.
Cc1cccc(N2CCN(C(=O)c3cc(=O)[nH]c4ccccc34)CC2)c1C was read as GLD-1 TGE inh 0.6, MCL1-BIM inh -3.3, PAD4 FP inh -3.3, BCLXL inh 2.7, TPT1 inhibitor -0.3, PME-1 inh -0.8, GSTO1 inh 1.1, Fam108B inh 2.0 and MEX-5 binding -1.7.
`CCOC(=O)Cn1c(CN(C)Cc2ccccc2)nc2c1c(=O)n(C)c(=O)n2C` gave GLD-1 TGE inh 4.3, MCL1-BIM inh 0.6, PAD4 FP inh -6.0, BCLXL inh -0.4, TPT1 inhibitor -0.7, PME-1 inh -1.1, GSTO1 inh 7.0, Fam108B inh -0.6 and MEX-5 binding 0.4.
Screening COc1ccc2cc(C(=O)C3CCCN(C(=O)c4ccnn4C)C3)ccc2c1 (configuration not stated) returned GLD-1 TGE inh 3.9, MCL1-BIM inh 5.0, PAD4 FP inh -0.2, BCLXL inh 1.6, TPT1 inhibitor -2.0, PME-1 inh -1.2, GSTO1 inh 7.0, Fam108B inh 0.7 and MEX-5 binding -0.2.
For CCOC(=O)c1c(Nc2nc(C)c(C(=O)NC)s2)sc(C)c1C the results were GLD-1 TGE inh 10.1, MCL1-BIM inh 0.2, PAD4 FP inh -5.1, BCLXL inh -5.3, TPT1 inhibitor 6.3, PME-1 inh 2.0, GSTO1 inh 3.4, Fam108B inh -4.1 and MEX-5 binding -1.9.
For O=C(CN1C(=O)C2CC=CCC2C1=O)Nc1ccc(S(=O)(=O)Nc2nccs2)cc1 (configuration not stated) the results were GLD-1 TGE inh 4.6, MCL1-BIM inh -1.2, PAD4 FP inh -8.6, BCLXL inh 0.5, TPT1 inhibitor 1.1, PME-1 inh 1.5, GSTO1 inh 6.6, Fam108B inh 7.2 and MEX-5 binding -0.9.
`COc1ccc(S(=O)(=O)NC2(C(F)(F)F)NC(=O)N(CCc3ccccc3)C2=O)cc1` (configuration not stated) gave GLD-1 TGE inh 0.3, MCL1-BIM inh 3.3, PAD4 FP inh -3.7, BCLXL inh 4.4, TPT1 inhibitor -3.5, PME-1 inh -0.5, GSTO1 inh 5.5, Fam108B inh 1.3 and MEX-5 binding 1.2.
Screening CCCc1cc(C(=O)Nc2ccc(C(=O)c3ccc(C)cc3)cc2)n(C)n1 returned GLD-1 TGE inh 3.8, MCL1-BIM inh 5.5, PAD4 FP inh 1.0, BCLXL inh 5.8, TPT1 inhibitor -3.4, PME-1 inh -42.1, GSTO1 inh -9.1, Fam108B inh -29.9 and MEX-5 binding -2.0.
CCc1ccc(-n2c(=S)sc3c(=O)n(-c4ccccc4)c(SCC(=O)O)nc32)cc1 was read as GLD-1 TGE inh -1.8, MCL1-BIM inh 12.6, PAD4 FP inh 1.1, BCLXL inh 11.3, TPT1 inhibitor -5.0, PME-1 inh 5.2, GSTO1 inh -39.8, Fam108B inh -4.2 and MEX-5 binding -0.5.
Screening COc1ccc(CN2CCC(CO)(Cc3cccc(C(F)(F)F)c3)CC2)cc1Cn1cccn1 returned GLD-1 TGE inh -0.9, MCL1-BIM inh 4.6, PAD4 FP inh 0.5, BCLXL inh 8.0, TPT1 inhibitor 0.2, PME-1 inh -4.7, GSTO1 inh -1.2, Fam108B inh 1.6 and MEX-5 binding 4.2.
`CCOC(=O)c1nnn(CC(=O)N2N=C(c3ccc(Cl)cc3)CC2c2ccccc2)c1C(=O)OCC` (configuration not stated) gave GLD-1 TGE inh 0.2, MCL1-BIM inh 9.0, PAD4 FP inh 4.8, BCLXL inh 10.1, TPT1 inhibitor 1.1, PME-1 inh 0.5, GSTO1 inh 4.7, Fam108B inh -0.2 and MEX-5 binding -0.1.
Screening CN1CCCN(Cc2ccc(Cl)cc2Cl)CC1 returned GLD-1 TGE inh 5.2, MCL1-BIM inh -5.3, PAD4 FP inh 0.1, BCLXL inh 0.7, TPT1 inhibitor -1.5, PME-1 inh -9.6, GSTO1 inh -3.0, Fam108B inh -0.7 and MEX-5 binding 1.7.
For CN(C)c1nc(Oc2ccc(=O)n(C)n2)nc(N2CCOCC2)n1 the results were GLD-1 TGE inh 6.3, MCL1-BIM inh 8.1, PAD4 FP inh 0.9, BCLXL inh 3.7, TPT1 inhibitor -3.1, PME-1 inh 0.3, GSTO1 inh -7.9, Fam108B inh -1.4 and MEX-5 binding -0.8.
`O=C1Nc2ccc(S(=O)(=O)N3CCCC3C(=O)O)c3cccc1c23` (configuration not stated) gave GLD-1 TGE inh 2.8, MCL1-BIM inh 3.2, PAD4 FP inh -0.6, BCLXL inh 3.7, TPT1 inhibitor 0.1, PME-1 inh -3.3, GSTO1 inh -13.7, Fam108B inh 5.3 and MEX-5 binding -1.9.
C=CCC(=O)OCC(=O)Nc1ccc(Cl)cn1 was read as GLD-1 TGE inh 2.2, MCL1-BIM inh 1.9, PAD4 FP inh 1.3, BCLXL inh 1.6, TPT1 inhibitor -7.7, PME-1 inh 3.9, GSTO1 inh 4.8, Fam108B inh -6.8 and MEX-5 binding -2.6.
For CCC(Sc1nc(=O)cc(N)n1CCc1ccccc1)C(=O)Nc1cc(C)on1 (configuration not stated) the results were GLD-1 TGE inh -5.3, MCL1-BIM inh 1.1, PAD4 FP inh 4.9, BCLXL inh 2.2, TPT1 inhibitor 0.5, PME-1 inh -3.0, GSTO1 inh 6.6, Fam108B inh -1.6 and MEX-5 binding 2.5.
COc1cc(NC(=O)C2CCCN2S(=O)(=O)c2ccc3c(c2)CCC(=O)N3)cc(OC)c1 (configuration not stated) was read as GLD-1 TGE inh -3.5, MCL1-BIM inh -3.6, PAD4 FP inh 0.6, BCLXL inh -1.4, TPT1 inhibitor -2.1, PME-1 inh -1.1, GSTO1 inh 2.8 and Fam108B inh 3.3.
For Cc1ccc(C)c(NC(=S)N(C)CCc2ccccn2)c1 the results were GLD-1 TGE inh -2.3, MCL1-BIM inh 4.3, PAD4 FP inh -0.2, BCLXL inh 2.3, TPT1 inhibitor 2.1, PME-1 inh 0.1, GSTO1 inh 3.0, Fam108B inh 0.5 and MEX-5 binding 1.9.
O=c1oc(-c2ccc([N+](=O)[O-])cc2)nc2ccccc12 was read as GLD-1 TGE inh -6.9, MCL1-BIM inh -9.5, PAD4 FP inh -3.5, BCLXL inh -1.3, TPT1 inhibitor 0.9, PME-1 inh 2.5, GSTO1 inh -4.8, Fam108B inh 0.3 and MEX-5 binding -0.8.
`CCOc1ccc(C(=O)CCC(=O)NNC(=O)c2ccncc2)cc1` gave GLD-1 TGE inh 1.2, MCL1-BIM inh 1.3, PAD4 FP inh -0.8, BCLXL inh -0.5, TPT1 inhibitor 0.9, PME-1 inh 0.7, GSTO1 inh 5.3, Fam108B inh -3.1 and MEX-5 binding -2.7.
Screening O=C(Cc1ccccc1)Nn1c(-c2ccccc2F)nc2ccccc2c1=O returned GLD-1 TGE inh -1.3, MCL1-BIM inh 5.1, PAD4 FP inh -2.1, BCLXL inh 1.0, TPT1 inhibitor -1.9, PME-1 inh -1.7, GSTO1 inh -0.6, Fam108B inh 0.7 and MEX-5 binding -0.7.
`Cc1ccc(C2C3=C(CCCC3=O)Nc3c2c(C)nn3-c2ccccn2)o1` (configuration not stated) gave GLD-1 TGE inh 2.9, MCL1-BIM inh -4.7, PAD4 FP inh -0.2, BCLXL inh 2.0, TPT1 inhibitor -2.0, PME-1 inh -5.3, GSTO1 inh -0.4, Fam108B inh -2.9 and MEX-5 binding 0.9.
For Cc1ccc(-c2csc3ncn(CC(=O)OC(C)C)c(=O)c23)cc1 the results were GLD-1 TGE inh -2.6, MCL1-BIM inh -16.3, PAD4 FP inh -3.9, BCLXL inh -1.9, TPT1 inhibitor -2.1, PME-1 inh 5.0, GSTO1 inh 0.6, Fam108B inh 2.6 and MEX-5 binding 0.4.
`CCOC(=O)c1ccc(NC(=O)CSc2nnc(COc3ccccc3OC)n2C)cc1` gave GLD-1 TGE inh -1.0, MCL1-BIM inh -3.1, PAD4 FP inh -3.7, BCLXL inh -0.4, TPT1 inhibitor -1.3, PME-1 inh 3.9, GSTO1 inh -1.6 and Fam108B inh 0.0.
